NOD2 RIPK2 PPI: NOD2-RIPK2 binding disruptors in cells, primary screen, fluorescence, CHO cells, BLA complementation | Receptor-interacting serine/threonine-protein kinase 2 (Homo sapiens), O43353 | CCF4 ratio | inhibition, % at 4.98 µM | 0.38% of 360,000 active | AID 624267, 2012; in the data active means inhibition above about 21%;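 further: 0% = vehicle only and 100% = reference blocker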
Target sequence (O43353 whole entry, looked up): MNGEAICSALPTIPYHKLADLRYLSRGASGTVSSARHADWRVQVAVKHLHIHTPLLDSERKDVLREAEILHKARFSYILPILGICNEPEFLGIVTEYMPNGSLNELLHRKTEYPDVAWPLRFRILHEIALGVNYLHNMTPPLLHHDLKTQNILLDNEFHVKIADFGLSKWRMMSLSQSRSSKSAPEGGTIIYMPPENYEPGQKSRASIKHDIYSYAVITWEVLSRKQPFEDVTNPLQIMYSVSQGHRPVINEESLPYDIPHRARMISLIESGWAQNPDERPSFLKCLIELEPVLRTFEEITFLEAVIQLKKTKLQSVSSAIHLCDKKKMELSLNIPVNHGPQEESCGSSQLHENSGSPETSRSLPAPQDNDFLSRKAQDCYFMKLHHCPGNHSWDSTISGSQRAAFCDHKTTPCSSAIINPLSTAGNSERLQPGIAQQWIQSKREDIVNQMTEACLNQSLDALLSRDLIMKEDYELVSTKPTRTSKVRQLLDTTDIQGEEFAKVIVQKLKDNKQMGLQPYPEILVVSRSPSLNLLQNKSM
ABCB6 inh MLPCN: ABCB6 transporter inhibitors, primary screen, K562-ABCB6 cells, flow cytometry, MLPCN library; ATP-binding cassette sub-family B member 6 (Homo sapiens), Q9NP58; K562-ABCB6 porphyrin accumulation, 1 h; stronger effect = lower value; fluorescence ratio to DMSO, % at 10 µM; 0.19% of 360,000 active; AID 602162, 2011;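 active means fluorescence ratio to DMSO below 75%, the collection mean minus 3 SD; inconclusive means too few cells collected in the well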;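 further: signal is porphyrin accumulated inside mitochondria; 100% equals median channel fluorescence of DMSO control wells; lower ratio means ABCB6 inhibition with less porphyrin fluorescence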
Exocytosis inh: LAMP-1 surface exposure blockers, TALL-104 cells – cell-based, flow cytometry, MLPCN library, primary screen; TALL-104 LAMP-1 surface exposure; cells stimulated with thapsigargin and PMA; inhibition, % at 10 µM; 0.66% of 360,000 active; AID 651702, 2012;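 active means inhibition above about 55%, limit read from the data; inconclusive means no clear call, values can overlap the other calls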
Vif imaging: HIV Vif self-association inhibitors, primary screen, imaging, HEK293T, single point; HEK293T cells, Vif self-association by quenched fluorescence, 24 h; inhibition, % at 7.49 µM; 0.35% of 340,000 active; in the data active means inhibition above about 50%, passing the limit was not always enough; inconclusive means no clear call, values can overlap the other calls; inactive means below about 31%; further: some results filed as inactive read as strong as hits
aDG glyco up: activators of alpha-DG glycosylation, primary screen, uHTS, Pro5-aDG cells, AlphaScreen | alpha-DG glycosylation AlphaScreen (IIH6); 0% Pro5, 100% B10-LARGE cell signal | activation, % at 10 µM | 0.22% of 360,000 active | AID 624168, 2012;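 active means activation of at least 8% versus controls, or a plate z-score of at least 8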;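 further: Pro5 are CHO cells carrying HIG-tagged alpha-DG that lacks glycosylation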
N-glyco inh: increase of ERlucT glycosylation luciferase signal, primary screen, N-linked glycosylation inhibitor project, D54 ERlucT cells, luminescence, set 2; reporter increase, % at 12.5 µM; 0.23% of 360,000 active; AID 588692, 2011; D54 ERlucT glycosylation luciferase reporter, 24 h; percent of 100 nM tunicamycin response;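 active means mean luciferase reporter signal, scaled so untreated is 0 and the glycosylation-blocking control 100, at or above a set limit in every replicate; inconclusive means mean reaches the limit but not every replicate does; inactive means mean below the limit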;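 further: luciferase carries N-glycosylation sites so blocking glycosylation raises the light; 0% = median of neutral control wells and 100% = median of 100 nM tunicamycin wells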
MC4R ag barr: MC4R agonists recruiting beta-arrestin, primary screen, cell-based, luminescence, agonist arm of biased-ligand search; Melanocortin receptor 4 (Homo sapiens), P32245; U2OS MC4R beta-arrestin complementation; percent of melanotan II response, DMSO zero; 0.98% of 360,000 active; activation, % at 8.9 µM;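 active means activation above a per-plate cutoff, the mean activation of sample wells on that plate plus 3 SD, cut at about 8% in these data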
Target sequence (P32245 whole entry, looked up): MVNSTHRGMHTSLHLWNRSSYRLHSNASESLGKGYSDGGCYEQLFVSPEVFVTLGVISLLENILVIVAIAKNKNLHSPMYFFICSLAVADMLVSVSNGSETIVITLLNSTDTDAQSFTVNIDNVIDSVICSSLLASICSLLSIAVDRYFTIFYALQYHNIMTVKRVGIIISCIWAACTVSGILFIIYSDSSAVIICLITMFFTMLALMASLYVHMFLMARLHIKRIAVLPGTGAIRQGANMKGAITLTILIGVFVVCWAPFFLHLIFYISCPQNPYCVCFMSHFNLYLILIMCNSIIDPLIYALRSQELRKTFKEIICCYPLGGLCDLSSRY
ABHD5-PLIN5 inh: ABHD5-PLIN5 interaction inhibitors, primary screen, cell lysate, split luciferase complementation, luminescence; Perilipin-5 (Homo sapiens) + 1-acylglycerol-3-phosphate O-acyltransferase ABHD5 (Homo …; Split G. princeps luciferase complementation, 4 h; inhibition, % at 4 µM; 0.78% of 360,000 active; AID 602281, 2012;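 active means inhibition above the mean inhibition across every tested compound plus 3 SD, cut at about 22% in these data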;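 further: 0% = DMSO only wells and the 100% control is not disclosed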
MC4R antag cAMP: MC4R antagonists of cAMP signaling, primary screen, cell-based, TR-FRET, antagonist arm of biased-ligand search; MC4R-expressing cells, MTII-stimulated cAMP, LANCE TR-FRET; inhibition, % at 6.5 µM; 0.48% of 360,000 active; AID 540295, 2011;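 active means inhibition above its plate's cutoff, the mean of tested wells on that plate plus 3 SD, cut at about 29% in these data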;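 further: 0% = Melanotan II alone and 100% = Melanotan II plus saturating MCL0020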
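Assay system: U2OS-MC4R stable cell line; Also added: Melanotan II; Technique: Eu-cAMP/anti-cAMP TR-FRET, emission 671 nm; Times: 30-min compound, 1-h challenge, 1-h detection, room temperature.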
TLR9-MyD88 block: inhibitors of TLR9-MyD88 association in cells, primary screen, cell-based, CHO, BLA complementation, fluorescence; Toll-like receptor 9 (Homo sapiens) + Myeloid differentiation primary response protein …; CCF4 FRET ratio; inhibition, % at 4.98 µM; 0.21% of 340,000 active;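 active means inhibition above the mean over all tested compounds plus 3 SD, cut at about 21% in these data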;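 further: 0% = DMSO only wells and 100% = clavulanate BLA inhibitor control wells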
An asterisk follows results filed as active; ? = inconclusive; . = no result given. The list is partial. The share of hits here may be higher or lower than overall.

SMILES	NOD2 RIPK2 PPI	ABCB6 inh MLPCN	Exocytosis inh	Vif imaging	aDG glyco up	N-glyco inh	MC4R ag barr	ABHD5-PLIN5 inh	MC4R antag cAMP	TLR9-MyD88 block
O=C(/C(=C/c1ccccc1)n1cncn1)c1ccc(Cl)cc1Cl	-3	89	6	-4	0.6	8	-0.3	33*	13	0
NS(=O)(=O)c1ccc(CCNC(=S)NC(=O)c2ccccc2Br)cc1	-2	95	-2	1	0.1	-3	-0.9	4	0	-6
CCOC(=O)c1oc2cc(O)c(CC)cc2c(=O)c1-c1cscn1	-3	102	0	.	0.1	0	0.0	0	-3	3
COC(=O)C1(C(C[N+](=O)[O-])c2ccc(C)cc2)C(=O)NCC1c1ccco1 (stereo unspecified)	-1	96	-7	8	0.2	2	-1.2	0	7	.
COc1ccc(CCNC(=O)COc2cc(C)cc3oc(=O)cc(C)c23)cc1	-18	98	0	-5	-0.1	-1	-1.0	1	4	3
CC(C)C[C@H](NC(=O)c1nc[nH]c1C(=O)N1CCN(C(=O)OC(C)(C)C)CC1)C(=O)OC(C)(C)C	-7	102	-7	4	-0.2	-12	-0.9	-9	0	3
COC(=O)C(C(=O)OC)c1ccccc1NS(=O)(=O)c1ccc(C)cc1	-3	.	0	.	-0.3	.	.	3	.	.
CCOC(=O)C(NCCCO)c1ccccc1 (stereo unspecified)	-4	100	-2	-3	-0.2	2	-1.2	-3	-2	-6
CC(=O)Nc1ccc(NC(=O)C(C)Sc2nc3nc(C)cc(C)n3n2)cc1 (stereo unspecified)	3	96	2	-8	0.1	1	-1.6	1	6	-3
CC1CCN(c2nc(-c3cccnc3)nc3scc(-c4ccccc4)c23)CC1	-1	101	8	-38	-0.1	-2	1.0	0	11	8
Cn1c(/C(C#N)=C/c2cccc(O)c2)nc2ccccc21	0	98	0	18	0.0	14	1.4	8	-9	5
O=C(COC(=O)c1cc(=O)[nH]c2ccccc12)Nc1ccc(Cl)cn1	-8	101	6	-6	-0.1	1	0.2	-12	-4	-1
O=C(c1ccc(NS(=O)(=O)c2ccc(Cl)c(Cl)c2)cc1)N1CCOCC1	1	98	0	7	0.0	0	-2.8	-9	5	-2
CCCCN(CC)Cc1ccc(CNC(=O)Nc2ccc(Cl)cc2)o1	7	94	5	0	-0.2	-3	0.5	1	9	2
CCc1ccc2oc(-c3cc(N)cc(C)c3O)nc2c1	-4	98	-3	-9	-0.2	-3	-0.3	-17	0	6
CCn1c(SCC(=O)NCc2ccco2)nnc1C1CCCC1	-7	94	-1	-32	0.2	2	-0.9	9	3	-1
CCC(C)C1C(C#N)=C(N)Oc2n[nH]c(-c3ccccc3)c21 (stereo unspecified)	-7	96	2	1	0.3	2	0.4	-7	7	-18
O=C1OC(c2ccc(F)cc2)CC1CN1CCOCC1 (stereo unspecified)	5	97	-4	-3	0.5	21	.	0	.	.
O=C(CCCN1C(=O)c2cccc3cccc(c23)C1=O)Nc1ccon1	9	103	1	4	0.2	2	-1.1	5	6	.
Cc1cc2cc(CNC(=S)Nc3ccc(OC(F)F)cc3)ccc2[nH]1	-13	100	0	.	-0.4	-4	3.6	-9	1	-20
CCc1ccc(-c2cc(C)no2)cc1S(=O)(=O)N1CCOc2ccc(C)cc21	2	94	16	-7	0.1	-10	-2.0	4	1	-1
O=C(Nc1nncs1)c1ccc(Br)c(S(=O)(=O)N2CCCC2)c1	3	101	5	-3	0.7	0	-0.6	3	10	-3
CC(=O)c1ccc(NC(=O)C(C)Sc2n[nH]c(-c3cccnc3)n2)cc1 (stereo unspecified)	7	93	-8	7	0.2	2	-1.0	2	3	5
CCCCCC(=O)Nc1sc(C)c(C)c1C#N	5	106	4	-5	0.5	1	1.3	-1	5	1
O=C1NC[C@H](Cc2ccccc2)N(C[C@H]2CCCN2C[C@H](Cc2ccc(O)cc2)N2C[C@H](Cc3ccc(O)cc3)N(CC3CCCCCC3)C(=O)C2=O)C1=O	-5	97	-9	.	0.2	0	-1.0	5	2	-3
O=C1CC(C(=O)N(c2cccc(F)c2)C(C(=O)NC2CCCC2)c2ccccn2)CS1 (stereo unspecified)	-9	98	-4	-8	0.2	1	0.2	0	13	1
O=C(N/N=C/c1sc(=O)n(-c2ccccc2)c1Cl)c1ccncc1	9	89	?	4	-0.4	-7	-3.5	3	-4	2
CCOC(=O)CNC(=O)N(C)[C@H]1C[C@H]2c3[nH]c4ccccc4c3CCN2C[C@H]1[C@H](C)O	0	125	4	0	0.2	4	.	0	.	.
COc1ccc2nc(N3CCN(C(=O)c4ccc([N+](=O)[O-])o4)CC3)sc2c1	3	91	0	-8	3.0	17	-3.9	-3	-7	-3
N#Cc1ccccc1	-19	105	0	-7	0.0	-1	-0.5	7	6	-1
Cc1cccc(C2=NN(c3ccccc3)[C@@H](C(=O)N3CCOC3=O)[C@@H]2c2ccccc2)c1	0	101	9	0	0.1	0	1.5	-6	11	-6
Cc1onc(-c2ccccc2)c1C(=O)Nc1cccc(OC(C)C)c1	0	90	3	-28	0.1	1	-0.4	-5	2	7
Cc1ccc(NC(=O)CN(C)C(=O)CSc2nccn2C)cc1	-5	89	-2	5	0.0	0	-2.2	-10	-2	1
O=C(Nc1nc2c(F)cc(F)cc2s1)c1ccc([N+](=O)[O-])o1	-7	97	4	-10	0.7	9	-1.3	-4	7	-5
Cc1noc(C)c1CSCC(=O)Nc1nc2c(F)cc(F)cc2s1	2	93	-5	1	-0.2	-1	-1.2	1	-1	0
C=CCN(C(=O)Nc1ccccc1)C1CC(=O)N(c2ccc(OC)cc2)C1=O (stereo unspecified)	-10	99	3	2	0.2	3	-1.0	-5	3	-3
CC(=O)Nc1ccc(C(=O)N2CC(=O)NC(=O)C2)cc1	-10	103	9	2	1.7	4	0.6	3	-7	-2
CN(C(=O)NC1CCCCC1)[C@H]1C[C@H]2c3[nH]c4ccccc4c3CCN2C(=O)[C@H]1CO	3	102	-2	.	2.8	2	-0.5	1	2	2
CCC(C)(NC(=O)c1ccccc1)C(=O)O (stereo unspecified)	-21	101	12	-3	0.0	0	0.5	9	11	-2
O=C(COC(=O)C1CCN(c2ccc(C(F)(F)F)cn2)CC1)Nc1ccc(F)cc1[N+](=O)[O-]	-6	97	-2	11	-0.2	3	0.3	4	8	1
COc1ccc(-c2coc3c(C(=O)Nc4cccc(C(C)=O)c4)cccc23)c(C)c1	10	88	-6	150*	0.0	-4	-0.9	0	20	.
O=C1CC[C@H](O)CCN1[C@H](CSc1ccccc1)Cc1ccccc1	2	102	-5	?	0.3	2	-1.1	4	1	6
NS(=O)(=O)c1ccc(CNC(=O)/C=C/c2ccc(Cl)c(Cl)c2)cc1	5	98	-2	0	-0.2	0	-1.8	2	-6	2
Cc1cc(-c2onc(C)c2C(=O)Nc2ccc(C(F)(F)F)cc2)no1	-2	94	4	-5	0.0	1	2.9	-2	3	-2
COc1ccc(C(=O)NC(=S)N2CCNC(=O)C2CC(=O)OC(C)C)cc1 (stereo unspecified)	-2	94	-2	1	-0.1	1	-2.1	-10	0	0

Record cards, as listed above.
NS(=O)(=O)c1ccc(CCNC(=S)NC(=O)c2ccccc2Br)cc1 is entered as NOD2 RIPK2 PPI = -2; ABCB6 inh MLPCN = 95; Exocytosis inh = -2; Vif imaging = 1; aDG glyco up = 0.1; N-glyco inh = -3; MC4R ag barr = -0.9; ABHD5-PLIN5 inh = 4; MC4R antag cAMP = 0; TLR9-MyD88 block = -6
CC(=O)Nc1ccc(C(=O)N2CC(=O)NC(=O)C2)cc1 is entered as NOD2 RIPK2 PPI = -10; ABCB6 inh MLPCN = 103; Exocytosis inh = 9; Vif imaging = 2; aDG glyco up = 1.7; N-glyco inh = 4; MC4R ag barr = 0.6; ABHD5-PLIN5 inh = 3; MC4R antag cAMP = -7; TLR9-MyD88 block = -2

Later entries.
SMILES	NOD2 RIPK2 PPI	ABCB6 inh MLPCN	Exocytosis inh	Vif imaging	aDG glyco up	N-glyco inh	MC4R ag barr	ABHD5-PLIN5 inh	MC4R antag cAMP	TLR9-MyD88 block
CCN(C(=O)c1cc2c(=O)n3ccccc3nc2s1)C1CCCCC1	-4	96	-10	8	0.0	0	-0.6	-2	10	-6
CC(=O)c1ccc(NC(=O)Nc2cccc(Cl)c2)cc1	6	93	0	-4	0.8	-7	-1.6	-6	-1	2
Cc1noc(C)c1C(=O)N1CCN(S(=O)(=O)c2cccs2)CC1	-4	97	2	1	0.0	-1	0.4	2	13	-10
CN(Cc1ccccc1)S(=O)(=O)c1cn(C)cn1	-1	100	-2	6	0.0	2	-1.6	4	11	6
Cc1ccc(Cn2c(=O)n(CCC(=O)NCc3ccc4c(c3)OCO4)c(=O)c3ccccc32)cc1	0	101	6	14	0.0	-2	2.2	-3	7	3
Cc1cccc(NC(=O)CSc2nnc(NC(=O)C3CC3)s2)c1C	-4	101	4	2	-0.1	-2	0.3	-1	7	1
Cc1nc2ncnn2c(N2CCN(C(=O)Cc3cccs3)CC2)c1C	-9	99	3	29	-0.1	-2	0.1	-2	1	-8
COCCNC(=O)c1cccc(C)c1[N+](=O)[O-]	-11	97	4	1	-0.1	3	-1.4	1	12	-5
CCC(C)(C)C1CCc2[nH]nc(C(=O)NCCNC(=O)OC(C)(C)C)c2C1 (stereo unspecified)	5	99	-3	.	0.2	-8	2.5	-1	4	0
CSc1ccccc1NC(=O)CN(C)CC(=O)Nc1ccc(Cl)cc1F	-3	102	-1	-9	0.4	0	-1.2	6	0	-1
Fc1ccc2c(c1)C1C=CCC1C(c1cc3c(cc1Br)OCO3)N2 (stereo unspecified)	-8	83	5	1	0.2	-5	-0.4	-19	-1	-3
Cc1cc(C)c(NC(=O)Cn2nnc(C(=O)NCc3ccc4c(c3)OCO4)c2N)c(C)c1	-12	99	-6	5	0.0	0	-1.4	0	0	9
CCCN1CCN(CCCNC(=O)C(CC)n2nc(C)n3c(cc4occc43)c2=O)CC1 (stereo unspecified)	13	103	3	-4	0.2	0	-2.8	0	0	11
COc1ccc(OCC(=O)N2CCN(S(=O)(=O)c3ccc4c(c3)OCCO4)CC2)cc1	-4	90	-1	.	-0.5	6	-0.8	-3	2	-3
COc1ccc(CCN2C(=O)c3[nH]nc(-c4ccccc4O)c3C2c2ccc(C)cc2)cc1OC (stereo unspecified)	1	102	0	0	-0.4	-6	-3.5	-12	9	3
COc1ccc(/C=C/C(=O)Nc2ccccc2Cl)cc1S(=O)(=O)N1CCOCC1	-7	98	0	0	-0.1	-1	0.3	-2	6	-4
